# TROY signal inh: inhibitors of TROY-driven NF-kB signaling, primary screen, Q293 LMP1-TROYcd cells, NF-kB luciferase, uHTS; Q293 LMP1-TROYcd NF-kB luciferase reporter, 4 h; inhibition, % at 10 µM; 360,000 tested, 0.98% active; AID 1347056, 2019;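 active = compounds whose plate-normalised and pattern-corrected inhibition of the luciferase reporter signal at the single screening dose is 50% or more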
# TLR9-MyD88 block: inhibitors of TLR9-MyD88 association in cells, primary screen, cell-based, CHO, BLA complementation, fluorescence | AID 504734, 2011 | 340,000 tested, 0.21% active | Toll-like receptor 9 (Homo sapiens) + Myeloid differentiation primary response protein … | inhibition, % at 4.98 µM | CCF4 FRET ratio;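 active = inhibition above the mean over all tested compounds plus 3 SD, cut at about 21% in these data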;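 note: 0% = DMSO only wells and 100% = clavulanate BLA inhibitor control wells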
# SRC3 inh: SRC3 coactivator transcriptional activity inhibitors, primary screen, cell-based, luminescence; AID 588352, 2011; 360,000 tested, 0.17% active; HEK293 GAL4-SRC3 luciferase reporter; inhibition, % at 3.6 µM; Nuclear receptor coactivator 3 (Homo sapiens), Q9Y6Q9;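 active = inhibition above a per-campaign cutoff, the mean of all compounds plus 3 SD, cut at about 60% in these data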;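 note: 0% = DMSO-treated cells and 100% = gossypol-treated cells at 36 µM; higher means less SRC3-driven luciferase light from the GAL4 reporter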
# LRH-1 inv ag: LRH-1 (NR5A2) inverse agonists, primary screen, cell-based, luminescence, HEK293T, StAR-luciferase reporter. Nuclear receptor subfamily 5 group A member 2 (Homo sapiens), O00482. LRH-1 transfected, 24 h. inhibition, % at 3.6 µM. 360,000 tested, 0.13% active. AID 602396, 2012;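 active = inhibition above the mean inhibition of all tested compounds plus 3 SD, cut at about 73% in these data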;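 note: 0% = DMSO wells and 100% = reporter-only cells lacking LRH-1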
# TWEAK Fn14 block: inhibitors of TWEAK-Fn14 signaling, primary screen, luciferase reporter cells, uHTS; TWEAK-stimulated Fn14 reporter cells, luciferase luminescence, 8 h; inhibition, % at 10 µM; 360,000 tested, 2% active; AID 1159606, 2016; in the data active = inhibition above about 50%
# NCOA1 inh: SRC1 coactivator transcriptional activity inhibitors, primary screen, cell-based, luminescence; Nuclear receptor coactivator 1 (Homo sapiens), Q15788; HEK293 GAL4-SRC1 luciferase reporter; inhibition, % at 3.6 µM; 360,000 tested, 0.12% active;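 active = inhibition above the campaign mean plus 3 SD, with each screening campaign given its own cutoff, cut at about 60% in these data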;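 note: 0% = DMSO treated cells and 100% = gossypol at 36 µM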
# COUP-TFII inh: NR2F2 transcriptional activity inhibitors, primary screen, cell-based, luciferase reporter, HEK293T, luminescence. COUP transcription factor 2 (Homo sapiens), P24468. HEK293T NGFI-A luciferase reporter. inhibition, % at 8.6 µM. 370,000 tested, 0.7% active;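 active = inhibition above a per-plate cutoff, mean inhibition of test wells between control levels plus 3 SD, cut at about 38% in these data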;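 note: cells cotransfected with COUP-TFII expression vector driving the NGFI-A reporter; 0% = median of COUP-TF2 test wells and 100% = reporter-only cells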
# Target sequence (P24468 whole entry, looked up): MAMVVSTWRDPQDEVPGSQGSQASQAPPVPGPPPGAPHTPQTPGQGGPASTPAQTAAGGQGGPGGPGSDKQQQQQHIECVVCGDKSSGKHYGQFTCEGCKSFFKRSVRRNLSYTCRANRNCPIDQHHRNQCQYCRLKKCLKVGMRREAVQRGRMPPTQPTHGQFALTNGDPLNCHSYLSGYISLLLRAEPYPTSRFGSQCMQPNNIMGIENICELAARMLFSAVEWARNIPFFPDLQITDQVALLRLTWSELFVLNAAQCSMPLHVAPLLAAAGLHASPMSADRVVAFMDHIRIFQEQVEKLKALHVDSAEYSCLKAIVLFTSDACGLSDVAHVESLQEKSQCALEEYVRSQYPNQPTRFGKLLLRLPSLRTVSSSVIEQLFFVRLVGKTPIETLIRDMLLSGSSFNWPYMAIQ
# LMP1 NFkB inh: EBV LMP1-driven NF-kappaB luciferase reporter inhibitors, primary screen, cell-based, luminescence, single point. LMP1-induced NF-kappaB luciferase reporter cells. inhibition, % at 12.5 µM. 350,000 tested, 0.69% active; in the data active = inhibition above about 41%;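 note: 0% = neutral control wells and 100% = reference inhibitor control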
# SRC2 inh: inhibition of GAL4-SRC2 driven luciferase reporter, primary screen, SRC2 inhibitor project, cell-based, luminescence | 370,000 tested, 0.17% active | Nuclear receptor coactivator 2 (Homo sapiens), Q15596 | inhibition, % at 9 µM | HEK293 GAL4-SRC2 luciferase reporter;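 active = inhibition above the mean inhibition of all tested compounds plus 3 SD, set per campaign, cut at about 52% in these data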;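 note: 0% = DMSO treated cells and 100% = cells given Gossypol at 36 µM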
# NOD2-RIPK2 inh: NOD2-RIPK2 binding disruptors in cells, primary screen, fluorescence, CHO cells, BLA complementation | 360,000 tested, 0.38% active | inhibition, % at 4.98 µM | CCF4 ratio | Receptor-interacting serine/threonine-protein kinase 2 (Homo sapiens), O43353 | AID 624267, 2012; in the data active = inhibition above about 21%;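 note: 0% = vehicle only and 100% = reference blocker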
# Target sequence (O43353 whole entry, looked up): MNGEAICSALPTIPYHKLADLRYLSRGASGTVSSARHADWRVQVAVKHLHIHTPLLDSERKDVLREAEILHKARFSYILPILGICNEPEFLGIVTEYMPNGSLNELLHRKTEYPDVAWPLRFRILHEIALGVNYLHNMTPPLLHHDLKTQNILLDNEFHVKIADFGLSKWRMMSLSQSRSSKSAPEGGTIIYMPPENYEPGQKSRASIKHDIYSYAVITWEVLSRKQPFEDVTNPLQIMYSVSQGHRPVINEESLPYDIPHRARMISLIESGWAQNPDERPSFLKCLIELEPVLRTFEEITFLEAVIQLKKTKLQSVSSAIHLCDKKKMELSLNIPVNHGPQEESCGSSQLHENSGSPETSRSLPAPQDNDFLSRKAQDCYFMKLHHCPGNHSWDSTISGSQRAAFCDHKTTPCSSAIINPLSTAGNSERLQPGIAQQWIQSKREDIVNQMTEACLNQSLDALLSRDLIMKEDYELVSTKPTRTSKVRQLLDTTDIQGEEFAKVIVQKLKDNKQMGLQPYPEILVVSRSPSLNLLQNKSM
# C8 TRAIL sens: viability loss with TRAIL in NB7+C8 cells, primary screen, TRAIL sensitizer project, cell-based, ATPlite luminescence; inhibition (viability loss, TRAIL sensitization), % at 10 µM; 360,000 tested, 1% active;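 active = compounds causing at least 50% loss of cell viability in the single-dose screen, relative to plate controls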
# * marks the source's active call; other numbers are inactive results; x = not tested or not shown. A portion of the library (hit frequency here may not be typical).
SMILES,TROY signal inh,TLR9-MyD88 block,SRC3 inh,LRH-1 inv ag,TWEAK Fn14 block,NCOA1 inh,COUP-TFII inh,LMP1 NFkB inh,SRC2 inh,NOD2-RIPK2 inh,C8 TRAIL sens
CN(C)c1ccc(/C=N/NC(=O)CSc2ccccn2)cc1,-7,1,-16,-14,-20,-66,-13,-6,-72,-9,4
COc1ccccc1OCCn1c(C)c(C=O)c2ccccc21,10,-1,0,23,17,25,37,10,15,2,21
COc1cc(S(=O)(=O)NCCCN2CCOCC2)ccc1Cl,5,2,13,-7,0,3,17,-7,0,5,-25
Brc1ccccc1-c1nnc2sc(Cc3ccccc3)nn12,-13,2,12,5,-11,6,1,24,12,1,-2
CC1=C(C(=O)N2CCOCC2)CC(CC(=O)NCc2cccs2)C(=O)N1CCC1=CCCCC1 (configuration not stated),0,-5,-2,0,1,-2,0,-5,-45,5,5
COc1ccc(NC(=O)N2CCCC2C(=O)Nc2ccccc2F)cc1 (configuration not stated),5,3,-53,-10,25,-4,2,6,-25,-1,-10
O=C(Nc1cccc2cccnc12)c1ccc(Br)cc1Br,-18,-7,-1,25,-14,0,x,6,x,-10,21
CCOC(=O)N1CCN(C(=O)c2ccc(NS(=O)(=O)c3ccc(C)cc3)cc2)CC1,7,6,1,-15,17,-9,22,-1,7,-2,-10
CCOCc1c(C(=O)NCC(c2ccco2)N2CCCC2)oc2ccccc12 (configuration not stated),8,-2,-7,9,11,-5,-2,-9,8,-9,4
N#Cc1ccccc1S(=O)(=O)N1CCN(C(=O)C2CCCC2)CC1,2,-13,2,3,16,-3,28,-3,15,5,-1
Cc1ccc2c(Cl)cc(Cl)c(OCC(=O)Nc3cc(S(=O)(=O)N(C)C)ccc3C)c2n1,38,3,17,2,80*,11,15,12,12,-13,8
CCCCC(=O)NC(NC(=O)CCCC)c1ccc(OCCC)c(OC)c1,-18,0,19,4,-1,-1,-6,1,-3,-12,3
CCn1c2ccc(C)cc2c2nnc(SCCN3CCOCC3)nc21,-5,3,-11,10,-16,-5,9,3,5,-11,6
C=CCn1c(-c2cccs2)nc2nc3ccccc3nc21,x,-8,-34,-30,1,-23,-19,-11,-30,-7,17
Cc1nc2nc3c(cn2n1)C(=O)CCC3,4,3,10,1,-10,-1,-1,10,-36,9,4
COC(=O)c1nc(N)sc1-c1ccc(Cl)c(Cl)c1,7,-3,1,-2,15,-1,-7,-6,-2,-10,-2
COc1ccccc1N1CCN(C(=O)c2oc3cc(C)c(C)cc3c2C)CC1,7,-7,-10,4,13,-8,7,-12,4,-13,-1
Cc1cc2cc(C)c3nnc(SCc4ccccn4)n3c2cc1C,12,-5,-4,-4,11,5,10,7,-19,-17,-11
CCOc1ccc(NC(=O)C2CC(=O)N(c3cc(C)cc(C)c3)C2)cc1 (configuration not stated),-8,-7,5,1,4,4,8,1,-29,5,-6
Nc1ccc(Oc2ccc(N)c([N+](=O)[O-])c2)cc1[N+](=O)[O-],-2,0,3,12,12,-3,-12,-5,2,-2,5
CC(C)C[C@H](NC(=O)NC(C)C)C(=O)O,3,-1,-8,-5,-9,-7,17,-8,-6,15,4
CCOC(=O)c1cc2c(ccn2C)n1CC(=O)N1CCN(c2ccc(F)cc2)CC1,4,-5,-7,-5,3,-1,14,3,-12,3,-5
Cc1ccc(C)c(N2CCN(C(=O)CCCCCn3c(=S)[nH]c4ccc(N5CCOCC5)cc4c3=O)CC2)c1,50,9,57,-5,88*,24,45*,28,36,5,38
Cn1cncc1C#Cc1ccc2cc(C3(O)CCCCC3)oc(=O)c2c1,-12,-1,-3,3,-6,-7,20,-2,1,-6,-11
COc1cccc(OC)c1C(=O)Nc1ccc2c(c1)n(C)c(=O)n2C,15,-4,12,1,-1,9,-18,-6,-3,-6,-10
CN(CC(=O)Nc1ccc(F)cc1)C(=O)CSc1nccn1C,-2,-4,-3,7,4,4,9,1,-5,4,1
Cc1ccc(C(=O)N2CCCC(c3ccc(Cl)cc3)=N2)cc1,-8,9,3,24,-21,-14,13,0,2,1,-1
O=c1cc(-c2ccccc2Cl)oc2cccc(O)c12,-52,-7,-20,-2,8,-5,12,10,-1,-4,-3
Cc1sc2ncnc(N3CCN(c4ncccn4)CC3)c2c1C,37,-1,11,1,37,-3,-4,7,6,1,6
O=C(Nc1ccc2snnc2c1)Nc1cccc2ccccc12,33,-7,11,-7,15,-1,-22,-2,-4,-8,12
COCc1cc(C)nc(Oc2ccccc2)c1C#N,-12,2,-16,3,1,2,-3,9,12,0,12
CN(CC(=O)Nc1cccc(F)c1)C(=O)c1cccc(S(=O)(=O)N2CC3(C)CC2CC(C)(C)C3)c1 (configuration not stated),-8,-2,12,3,2,-5,10,-8,11,-14,-1
CCCc1ccc(C(O)c2ncc(-c3ccc(C)cc3)[nH]2)cc1 (configuration not stated),-15,x,-16,-7,21,2,7,x,3,-2,-10
COc1ccc(CCNC(=O)c2cccc3ccccc23)cc1OC,-14,4,3,-12,-2,-7,10,10,-1,8,-14
COc1ccc(Cl)cc1NC(=O)CN(C)C(C)C(=O)NCC1CCCCC1 (configuration not stated),4,-5,-2,16,2,-1,13,3,2,5,-14
CN(CCO)C1=NS(=O)(=O)c2cc([N+](=O)[O-])ccc21,1,-5,-1,14,20,-94,9,-8,-13,-2,25

# 13 structures out of the list, sorted by molecular weight, ascending:
SMILES,TROY signal inh,TLR9-MyD88 block,SRC3 inh,LRH-1 inv ag,TWEAK Fn14 block,NCOA1 inh,COUP-TFII inh,LMP1 NFkB inh,SRC2 inh,NOD2-RIPK2 inh,C8 TRAIL sens
COCc1cc(C)nc(Oc2ccccc2)c1C#N,-12,2,-16,3,1,2,-3,9,12,0,12
O=c1cc(-c2ccccc2Cl)oc2cccc(O)c12,-52,-7,-20,-2,8,-5,12,10,-1,-4,-3
CN(CCO)C1=NS(=O)(=O)c2cc([N+](=O)[O-])ccc21,1,-5,-1,14,20,-94,9,-8,-13,-2,25
CCCc1ccc(C(O)c2ncc(-c3ccc(C)cc3)[nH]2)cc1 (configuration not stated),-15,x,-16,-7,21,2,7,x,3,-2,-10
Cc1ccc(C(=O)N2CCCC(c3ccc(Cl)cc3)=N2)cc1,-8,9,3,24,-21,-14,13,0,2,1,-1
O=C(Nc1ccc2snnc2c1)Nc1cccc2ccccc12,33,-7,11,-7,15,-1,-22,-2,-4,-8,12
CN(CC(=O)Nc1ccc(F)cc1)C(=O)CSc1nccn1C,-2,-4,-3,7,4,4,9,1,-5,4,1
COc1cccc(OC)c1C(=O)Nc1ccc2c(c1)n(C)c(=O)n2C,15,-4,12,1,-1,9,-18,-6,-3,-6,-10
Cn1cncc1C#Cc1ccc2cc(C3(O)CCCCC3)oc(=O)c2c1,-12,-1,-3,3,-6,-7,20,-2,1,-6,-11
COc1ccc(Cl)cc1NC(=O)CN(C)C(C)C(=O)NCC1CCCCC1 (configuration not stated),4,-5,-2,16,2,-1,13,3,2,5,-14
CCOC(=O)c1cc2c(ccn2C)n1CC(=O)N1CCN(c2ccc(F)cc2)CC1,4,-5,-7,-5,3,-1,14,3,-12,3,-5
CN(CC(=O)Nc1cccc(F)c1)C(=O)c1cccc(S(=O)(=O)N2CC3(C)CC2CC(C)(C)C3)c1 (configuration not stated),-8,-2,12,3,2,-5,10,-8,11,-14,-1
Cc1ccc(C)c(N2CCN(C(=O)CCCCCn3c(=S)[nH]c4ccc(N5CCOCC5)cc4c3=O)CC2)c1,50,9,57,-5,88*,24,45*,28,36,5,38

# (list continues)
SMILES,TROY signal inh,TLR9-MyD88 block,SRC3 inh,LRH-1 inv ag,TWEAK Fn14 block,NCOA1 inh,COUP-TFII inh,LMP1 NFkB inh,SRC2 inh,NOD2-RIPK2 inh,C8 TRAIL sens
Cc1ccc(C(=O)C(OC(=O)CNC(=O)c2ccc(Cl)cc2)c2ccccc2)cc1 (configuration not stated),19,6,3,10,-12,14,15,-4,-29,4,15
CCN(CC)C(=O)C1=C(C)N(CCCN2CCCC2=O)C(=O)C(CC(=O)NCc2ccco2)C1 (configuration not stated),-13,1,2,-29,0,1,-8,0,16,-10,-9
COc1ccc(NC(=O)c2cc3cc(OC)ccc3oc2=O)cc1,-19,-2,1,-4,-82,1,-19,10,16,-10,-7
Cc1cc(NC(=O)COC(=O)c2ccccc2S(=O)(=O)N(C)c2ccccc2)no1,42,-9,-35,-61,-39,22,-66,-3,0,6,30
COc1ccc2cc(C3CC=C(COC(C)=O)CN3S(=O)(=O)c3ccccc3[N+](=O)[O-])n(C(=O)OC(C)(C)C)c2c1 (configuration not stated),x,x,x,10,x,x,8,x,25,-9,-5
CCn1cc(C(=O)OCC(=O)Nc2c(C)n(C)n(-c3ccccc3)c2=O)c(=O)c2ccc(C)nc21,6,3,7,10,-5,-5,x,0,x,-8,-7
CC1CC(C)CN(C(=O)COC(=O)c2nccnc2N)C1 (configuration not stated),4,-2,17,-4,-1,-5,2,4,-25,-10,-4
COc1ccc(OCCn2c(C)c(/C=N/n3cnnc3)c3ccccc32)cc1,15,-18,9,-8,10,-34,x,-3,x,1,-3
O=S(=O)(Nc1cccc2c1ccc1cccn12)c1cccs1,12,0,-1,-6,5,-16,5,-3,-5,-2,-10
CC(C)(C)NC(=O)CSc1nc2cccnc2n1C1CCCCC1,-13,2,-11,3,-3,22,8,-1,10,-13,-14
O=C(NCCCn1ccnc1)c1cc(C(=O)C2CCCCC2)c[nH]1,11,-7,-15,12,-18,0,3,0,5,-3,2
O=C(CCS(=O)(=O)c1ccc(Br)cc1)Nc1ccc2c(c1)OCO2,-33,-4,-32,-7,-23,-25,-2,-10,-35,2,1

# Screening data deposited in PubChem by several laboratories.
